# HttQ103 aggreg: inhibitors of mutant huntingtin aggregate formation in PC12 cells | PC12 HttQ103-GFP aggregates, Acumen cytometry, 40 h | Potency, µM (titrated, usually from 46.1 µM), inactives show top-dose activity change, negative = inhibition, hits mostly inhibitors | hit rate 1.1% among 220,000 | AID 1688; also: potency is read from the fitted curve at half-maximal effect; % is scaled to controls: 0 for no effect and ±100 for the full control effect; nearly all actives have a fitted effect of over 60% in size
#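 Inducible Q103 Huntingtin exon 1–GFP PC12 line, 1500 cells/well in phenol red free DMEM with 5% equine and 5% calf serum. Tebufenozide 100 nM induced expression; compounds titrated; aggregates quantified by cytometry.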
# KinaseGlo FLuc: Kinase-Glo luciferase inhibition (counter-screen); Q27757; Potency, µM (doses to about 38.3 µM), for the others: at the top dose activity change, negative = inhibition, usual class: inhibitors; Kinase-Glo luciferase, ATP luminescence, 8 min; hit rate 0.28% among 200,000; also: potency is read from the fitted curve at half-maximal effect; % is scaled to controls: 0 for no effect and ±100 for the full control effect; nearly all actives have a fitted effect of over 60% in size
#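 Light output from Kinase-Glo luciferase with luciferin and 10 uM ATP in 50 mM imidazole pH 7.2, KCl, MgCl2, Tween 20, BSA; compound pin-delivered, 8-min ambient incubation, then luminescence read.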
# IMPase Li cell: cell-permeable IMPase inhibitors with lithium potentiation; CHO-M1 cells, IP1 TR-FRET (IP-One), carbachol + lithium; hit rate 0.35% among 210,000; Potency, µM (doses to about 59.4 µM), for the others: at the top dose activity, negative = IMPase inhibition, actives largely listed as inhibitors;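 also: IP1 builds up when IMPase is blocked and the TR-FRET signal falls; potency is read from the fitted curve at half-maximal effect; plate controls were basal vehicle for no effect and high inhibitor control for full effect; nearly all actives have a fitted effect of over 50% in size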
#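 CHO-M1, 2000 cells/well, 16–30 h culture; cpd + low Li+, 30 min 37C; lysis with d2-IP1/Eu-anti-IP1 Ab, 10 min RT; TR-FRET 665/620 ratio and 620 channel; AC50 via Hill.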
# LMNA splice mod: LMNA splicing modulation. Potency, µM (highest dose often 46.1 µM), without a hit: top-dose ratio change, negative = inhibition, actives largely listed as inhibitors. AID 1487. HeLa LMNA splicing GFP/RFP minigene ratio, 48 h. hit rate 0.01% among 200,000; active = well fitted inhibition curve with a large enough effect in the signal ratio, with a control signal flat, not every such curve was filed as active; inconclusive = small, poorly fitted or top-dose-only effect, or effect the other way, or a change in a side signal; the % refers to the signal ratio; also: potency is read from the fitted curve at half-maximal effect; % is scaled to controls: 0 for no effect and ±100 for the full control effect
#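 S3 HeLa stable clones carrying a lamin A-EGFP splicing minigene plus DsRed2 were seeded at 600 cells/well in Opti-MEM with 2% FBS, pin-dosed and incubated 48 h at 37°C. Acumen cytometry (488 nm) gave the GFP/RFP total-intensity ratio.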
# CBFb-RUNX1 inh: blocks binding between human CBF-beta and RUNX1. AID 1477. Q01196+Q13951. 230,000 tested, under 10 active. AlphaScreen CBFb-His/RUNX1-biotin binding, biochemical. Potency, µM (doses to about 59.8 µM), for the others: at the highest dose activity, negative = inhibition, most hits filed as inhibitors; also: % of control where 0% means no effect
# Target sequence (Q01196 whole entry, looked up): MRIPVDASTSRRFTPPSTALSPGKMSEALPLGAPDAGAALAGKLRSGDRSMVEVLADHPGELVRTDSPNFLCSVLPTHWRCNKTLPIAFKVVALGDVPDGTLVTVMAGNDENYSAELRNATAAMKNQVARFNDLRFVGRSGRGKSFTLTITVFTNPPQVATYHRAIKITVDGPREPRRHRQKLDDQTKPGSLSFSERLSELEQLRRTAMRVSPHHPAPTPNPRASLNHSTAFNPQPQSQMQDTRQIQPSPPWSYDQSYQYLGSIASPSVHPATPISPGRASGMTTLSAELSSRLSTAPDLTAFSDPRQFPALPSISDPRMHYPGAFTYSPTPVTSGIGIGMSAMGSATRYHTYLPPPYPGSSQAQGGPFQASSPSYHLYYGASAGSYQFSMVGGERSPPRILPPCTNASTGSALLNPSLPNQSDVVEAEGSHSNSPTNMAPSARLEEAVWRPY
# Target sequence (Q13951 whole entry, looked up): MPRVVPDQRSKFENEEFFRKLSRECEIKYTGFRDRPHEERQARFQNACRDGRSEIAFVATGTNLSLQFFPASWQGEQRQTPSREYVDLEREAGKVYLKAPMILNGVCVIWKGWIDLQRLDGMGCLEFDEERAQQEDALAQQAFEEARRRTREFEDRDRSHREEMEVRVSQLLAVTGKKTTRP
#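 Inhibition was taken as any reduction in AlphaScreen signal from the CBF-beta–RUNX1 pair (His and biotin tags, 30 nM each), measured after compound (15 min) and bead (90 min) incubations at room temperature.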
# NPSR antagonist: blocks cAMP signaling of the human neuropeptide S receptor; hit rate 1% among 220,000; CHO-NPSR cells, cAMP TR-FRET, antagonist mode; Potency, µM (highest dose often 38.3 µM), for inactives: top-dose activity change, negative = inhibition, actives largely listed as inhibitors; also: potency is read from the fitted curve at half-maximal effect; % is scaled to controls: 0 for no effect and ±100 for the full control effect; nearly all actives have a fitted effect of over 50% in size; many of its hits are not listed in these tables
# Target sequence (Q6W5P4 whole entry, looked up): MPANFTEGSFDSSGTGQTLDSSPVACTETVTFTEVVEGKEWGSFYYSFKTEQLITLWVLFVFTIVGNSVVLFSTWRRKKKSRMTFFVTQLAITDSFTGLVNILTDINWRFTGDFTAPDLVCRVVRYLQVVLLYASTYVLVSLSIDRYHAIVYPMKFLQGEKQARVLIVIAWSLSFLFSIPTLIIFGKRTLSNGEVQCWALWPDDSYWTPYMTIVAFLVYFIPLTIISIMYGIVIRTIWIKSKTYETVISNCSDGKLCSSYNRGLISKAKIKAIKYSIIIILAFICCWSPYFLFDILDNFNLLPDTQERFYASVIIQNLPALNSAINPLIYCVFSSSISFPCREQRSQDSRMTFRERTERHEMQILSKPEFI
# Epigenetic derep: derepresses silenced GFP reporter in murine cells; murine LDR cells, GFP reporter derepression, 30 h; Potency, µM (doses to about 53.9 µM), for inactives: at the highest dose GFP activation, usual class: activators; hit rate 0.2% among 280,000; also: potency is read from the fitted curve at half-maximal effect; % of control where 0% means no effect; nearly all actives have a fitted effect of over 60% in size
#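 GFP-positive cell count by laser-scanning cytometry (objects 20–120 um) after 30 h, 37 C compound exposure of murine LDR cells; reporter is CMV-GFP integrated at a silenced locus, inducible by HDAC or DNMT inhibitors.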
# Numbers without * were called inactive; u = inconclusive; x = not tested or not shown; & = joins results of further samples; [ ] = dose if it differs, or a comment. Unless noted, calls follow the shape of the dose curve; as a rule, active = well fitted curve in the direction sought with a large enough effect; inconclusive = small, poorly fitted or top-dose-only effect, or another doubt; inactive = no such curve, though single readings can be large; an effect the other way counts as inactive or inconclusive.
SMILES,HttQ103 aggreg,KinaseGlo FLuc,IMPase Li cell,LMNA splice mod,CBFb-RUNX1 inh,NPSR antagonist,Epigenetic derep
Cc1ccc(-c2c[n+](Cc3ccc(Cl)c(Cl)c3)c3n2CCC3)cc1,u,-2%,10%,u,3%,-13%,0.0%
Nc1ccc(C(=O)Nc2ccco2)cc1,3%,-3%,4%,-9%,4%,-14%[46.1 µM],0.0%
Nc1ncc(Br)cc1S(=O)(=O)NCCC(=O)N1CCN(c2ncccn2)CC1,-20%,-6%,13%[38.3 µM],-2%,-6%,-11%[46.1 µM],-0.5%
CC(=O)NN1C(=O)/C(=C\c2ccc(Br)o2)SC1=S,u,-1%,-2%,u,-15%,-11%,-5.0%
O=C(CSc1n[nH]c(=O)[nH]c1=O)Nc1ccc2c(c1)C(=O)c1ccccc1C2=O,0%[9.22 µM],x,x,x,-16%,0%,0.0%
O=[N+]([O-])c1cccc(S(=O)(=O)Nc2nc3ccccc3nc2Nc2cccc(S(=O)(=O)N3CCCCC3)c2)c1,u,3%,21%,u,4%,6.3µM*,-1.0%
CCCCCCCCCCCNC(=O)c1ccoc1C,-23%,-3%,3%,u,3%,-7%[46.1 µM],3.5%
N#CCCN(CCC#N)c1nncs1,5%,-1%,2%[38.3 µM],6%,2%,-3%[46.1 µM],0.0%
Cc1no[n+]([O-])c1COc1ccc(/C=N/n2nnnc2N)cc1,u,-1%,3%,u,-6%,-18%,1.0%
Cc1ccc(C(C(=O)NC2CCCCC2)N2CCOCC2)cc1 (configuration not stated),u,-2%,25%[38.3 µM],1%,6%,5%[46.1 µM],-1.0%
Cc1nc2nc(-c3ccc(Cl)cc3)nn2c(C)c1Cl,18%,-12%,-4%[38.3 µM],9%,10%,-6%[46.1 µM],-0.9%
CC(CO)(CO)NCc1ccc(-c2ccccc2)cc1,12%,-2%,3%,-9%,u,6%,1.0%
Cn1c(CN2CCOCC2)nnc1SCC(=O)NC1CCCCC1,5%,-2%,-5%,-11%,12%,3%[46.1 µM],2.4%
O=C(COc1ccccc1Cl)OCC(=O)N1CCN(S(=O)(=O)c2ccccc2)CC1,-15%,3%,20%[38.3 µM],13%,-2%,11%[46.1 µM],-1.1%
CCOc1ccc(N/C=C/C(=O)c2ccc3ccccc3c2)c([N+](=O)[O-])c1,5%,7%,8%,-9%,4%,-3%[46.1 µM],-0.9%
COC(=O)C(C(=O)OC)C1c2ccccc2C=C(C2CC2)N1C(=O)OC (configuration not stated),x,-1%,6%&14%,-6%[9.22 µM],-10%,x,-1.1%
CCN(CC)c1ccc(NC(=O)C2=CCN(S(=O)(=O)c3ccc(F)cc3)CC2)c(C)c1,-3%,9%,6%,u,0%[2.36 µM],-13%,0.9%
CC(C)Oc1nc(-c2ccccc2O)nc2ccccc12,-13%,-3%,20%[38.3 µM],1%,-3%,-10%[46.1 µM],0.8%
O=C(CSCc1nc2ccccc2[nH]1)N1CCN(c2cccc(Cl)c2)CC1,25µM*,1%,7%[38.3 µM],u,-6%,-11%[46.1 µM],0.7%
CCOc1ccc2c(c1)C(c1cccs1)=NNC(c1cccnc1)=N2,1%,2%,13%,u,-17%,-26%,1.6%

# Already shown: an excerpt of the list.
SMILES,HttQ103 aggreg,KinaseGlo FLuc,IMPase Li cell,LMNA splice mod,CBFb-RUNX1 inh,NPSR antagonist,Epigenetic derep
Cc1nc2nc(-c3ccc(Cl)cc3)nn2c(C)c1Cl,18%,-12%,-4%[38.3 µM],9%,10%,-6%[46.1 µM],-0.9%
CC(CO)(CO)NCc1ccc(-c2ccccc2)cc1,12%,-2%,3%,-9%,u,6%,1.0%

# Other results follow.
SMILES,HttQ103 aggreg,KinaseGlo FLuc,IMPase Li cell,LMNA splice mod,CBFb-RUNX1 inh,NPSR antagonist,Epigenetic derep
COc1ccc2nc(NC(=O)CSc3nc4cccnc4n3C)sc2c1,-18%,2%,u,u,20%,u,2.4%
Cc1cc2cc(CNS(=O)(=O)c3ccc4ccccc4c3)ccc2n1C,-2%,-3%,-5%[38.3 µM],-15%,u,u,0.0%
CC(Cc1n[nH]c(=S)o1)c1ccccc1 (configuration not stated),12%,1%,6%,-7%[46 µM],7%,0%,-0.4%
c1ccc(-c2ncnc3cc4n(c23)CCC4)cc1,u,1%,0%,u,9%,-4%[46.1 µM],-1.0%
O=C1C2CC(O)CN2C(=S)N1Cc1ccccc1 (configuration not stated),-15%[9.22 µM],x,x,x,4%,4%,-1.3%
O=C1NC2(CCc3ccccc3C2)C(=O)N1CCOc1cccc(Cl)c1 (configuration not stated),-16%,12%,0%,-17%,5%,-2%,-0.6%
O=C(Nc1ccon1)c1ccccc1Cl,-6%,4%,17%[38.3 µM],-5%,-5%,6%[46.1 µM],-1.0%
COc1ccc(-c2cc(C(=O)OCC(=O)Nc3cc(C)on3)c3ccccc3n2)cc1OC,12%,4%,-15%[38.3 µM],-5%[0.0737 µM],2%,-7%[46.1 µM],0.9%
CCn1cc(C(=O)Nn2cnnc2)c(=O)c2ccc(C)nc21,24%,-5%,10%[38.3 µM],13%,9%,-6%[46.1 µM],-0.9%
CCOC(=O)N1CCN(S(=O)(=O)c2ccc(C(=O)Nc3nnc(C)o3)cc2)CC1,u,1%,-11%,0%,-17%,2%,3.4%
O=C(NCc1ccco1)c1ccc2c(=O)n(Cc3ccco3)c(SCC(=O)N3CCCC3)nc2c1,-9%,0%,-12%[38.3 µM],8%,-21%,u,-0.9%
O=C(c1c(O)c2ccccc2oc1=O)C1CCCCC1,1%[9.22 µM],3%,7%[38.3 µM],-10%,-4%,-3%[46.1 µM],-5.5%
c1cnc(SCCOc2ccc3c(c2)CCC3)nc1,-11%,-2%,14%[38.3 µM],-4%,18%,1%[46.1 µM],0.8%
CCOC(=O)c1c(NC(=O)CC(C)C)sc(C(C)=O)c1C,-15%,-1%,7%,u,14%,u,-0.8%
CN(C)C(=O)CSc1ncnc2scc(-c3ccccc3)c12,-3%,-2%,6%,7%[9.22 µM],9%,27%,-4.4%
Cn1c(=O)[nH]c(=O)c2c1nc(CN1CCOCC1)n2CCCO,-10%,2%,11%[38.3 µM],-6%,1%,4%[46.1 µM],1.9%
CCOC(=O)C1CCN(Cc2ccc(OC)c(C)c2OC)CC1,-14%,15%,5%[38.3 µM],-3%,-3%,-4%[46.1 µM],-0.4%
CC1CN(C(=O)Nc2ccc3c(c2)OCO3)CC(C)O1 (configuration not stated),-4%,-4%,45%[activator][38.3 µM],-9%,2%,-6%[46.1 µM],0.7%
Cc1nn(Cc2ccc(F)cc2)c(C)c1NC(=O)c1cnn2cccnc12,-13%,3%,26%[38.3 µM],0%,0%,-8%[46.1 µM],-1.1%
CC(OC(=O)c1ccc(S(=O)(=O)N(C)C)cc1)C(=O)Nc1ccc(Cl)cn1 (configuration not stated),6%,3%,7%,-13%[46 µM],7%,-21%,0.9%
CCOC(=O)c1c(C)[nH]c(C(=O)C(C)Cl)c1C (configuration not stated),-5%,-1%,2%,u,-6%,-3%,-1.6%
Cc1ccc(S(=O)(=O)c2nc(-c3ccccc3)oc2NCCN2CCOCC2)cc1,-8%,3%,13%[38.3 µM],20%,-4%,-20%[46.1 µM],-0.8%
O=C(Cc1nc(=O)c2ccccc2s1)Nc1ccccc1,-10%,u,u,u,4%,u,u
Cc1ccccc1NC(=S)NNC(=O)c1ccoc1C,10%,1%,8%[38.3 µM],14%,2%,-4%[46.1 µM],-1.1%
CCN1C(=O)C(CC(=O)Nc2ccc(OC)cc2)N(CCc2ccccc2)C1=S (configuration not stated),-22%,-2%,8%,11%[9.22 µM],-3%,-36%,-1.4%
Cc1ccccc1NC(=O)Cn1cccc1,6%,0%,-1%[38.3 µM],u,-2%,-1%[46.1 µM],-1.9%
CCOC(=O)CCCNC(=O)N1CCc2nc(COc3ccccc3)c3c(c2C1)CO[C@@H](C)C3,x,0%[7.66 µM],-1%,8%[9.22 µM],-10%[13.1 µM],x,x
Cc1ccc(/C(O)=C2\C(=O)C(=O)N(CC(C)O)C2c2ccc(N(C)C)cc2)cc1 (configuration not stated),0%,0%,12%[38.3 µM],8%,1%,-1%[46.1 µM],-0.3%
O=C(Nc1cccc(C(F)(F)F)c1)c1cc2ncc(Br)cn2n1,11%,-1%,1%[38.3 µM],4%,12%,-7%[46.1 µM],0.0%
CC(=O)c1c(C)n(CC(=O)NCc2ccco2)c2ccccc12,-9%,0%,6%,12%[46 µM],6%,-8%,-1.2%
CCc1c(C)sc(NC(=O)c2cccs2)c1C(N)=O,5%,-7%,8%[38.3 µM],-1%,-1%,-6%[46.1 µM],u
COc1ccc(-n2nnc3c(SCc4ccccc4)ncnc32)cc1,-1%,-1%,22%[38.3 µM],8%,6%,-27%[46.1 µM],-1.8%
CCCCn1c(N)c(N(CC)C(=O)/C=C/c2ccco2)c(=O)[nH]c1=O,19%,-1%,1%,x,2%,10%,3.6%
O=c1n(-c2ccccc2)c(=O)n2n1CCC2,4%,-1%,-6%[38.3 µM],7%,-2%,7%[46.1 µM],-1.0%
O=C(Cc1cccs1)NNC(=O)c1ccc(F)cc1,10%,1%,-5%,-7%,-2%,18%,-1.1%
CCN(CC)CCNC(=O)c1ccc(NC(=O)c2ccc(F)cc2)cc1,29%,0%,14%,-8%[46 µM],5%,10%,-1.5%
NNC(=O)c1cccnc1Oc1ccccc1,13%[9.22 µM],x,x,x,20%,-17%,1.1%
CCN1CCN(c2cc(C)c3cc(NC(=O)c4ccccc4F)ccc3n2)CC1,18%,2%,21%[38.3 µM],0%,5%,-1%[46.1 µM],1.0%&-4.3%
CC(C)c1cc(C(=O)NCc2cccnc2)no1,-4%,0%,11%[38.3 µM],12%,-5%,1%[46.1 µM],-1.1%
CC(=O)c1ccc(NC(=O)c2cnn3ccccc23)cc1,-20%,-14%,0%[38.3 µM],-4%,1%,-5%[46.1 µM],0.7%
O=C1CCCc2c1cc(-c1ccccc1)n2-c1ccc(O)cc1,7%,3%,1%,u,-11%,3%,-1.8%
CCOC(=O)N/N=C(/C)c1cccc(-n2cnnn2)c1,-5%,1%,-10%,u,9%,-6%,1.2%
COc1ccc(COc2cc(-c3cccc(OC)c3)nc3ccc(NC(C)=O)cc23)cc1,22%,1%[39.9 µM],-1%&-4%,-1%,-8%&22%,-7%,2.1%&0.0%
O=C(c1cnn2c1NC(c1ccc(Br)cc1)CC2C(F)(F)F)N1CCN(C23CC4CC(CC(C4)C2)C3)CC1 (configuration not stated),u,-4%,6%,u,-7%,-10%[46.1 µM],3.5%

# A portion of the library, so the mix of outcomes need not match the whole.
